# AddAB inh: less growth of phage-infected E. coli with AddAB | E. coli expressing H. pylori AddAB, absorbance growth | inhibition, % at 11.9 µM | 0.29% of 330,000 active; in the data active = inhibition above about 12%;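 also: 0% = vehicle wells of infected cells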
# phage Ecoli inh: E. coli growth loss with phage present | growth absorbance | inhibition, % at 11.9 µM | 0.26% of 360,000 active; in the data active = inhibition above about 11%
# Wnt bcat act: activators of Wnt/beta-catenin signaling; 1.2% of 300,000 active; activation, % at 9.35 µM; Wnt/beta-catenin reporter cell assay, activator, plate reader; in the data active = activation above about 30%, passing the limit was not always enough;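 also: 0% = neutral control wells and 100% = positive control wells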
# E coli growth: bacterial growth inhibition, counter-screen for AddAB inhibitors. E. coli V3065 growth, OD600 absorbance, 18 h. inhibition, % at 11.9 µM. 0.27% of 330,000 active;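 active = inhibition above the campaign's mean inhibition across all tested compounds plus 3 SD, cut at about 9.9% in these data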;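 also: uninfected addAB+ strain grown without phage in ampicillin broth; 0% = DMSO wells and 100% = ciprofloxacin 0.95 µg/ml wells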
# * = called active by the depositor; nt = no result given.
compound | AddAB inh | phage Ecoli inh | Wnt bcat act | E coli growth
CCn1cc(C(=O)O)c(=O)c2cnc(N3CCNCC3)nc21 | 101.5* | nt | nt | 102.6*
NC(N)=O | -3.3 | nt | nt | -0.6
CCCc1nc(C(C)(C)O)c(C(=O)O)n1Cc1ccc(-c2ccccc2-c2nn[nH]n2)cc1 | -1.8 | nt | nt | 0.3
Nc1nc(O)c(N=Nc2ccc(S(N)(=O)=O)cc2)c(=O)[nH]1 | nt | -0.8 | -0.5 | nt
CCC(=O)N1CCN(c2ccc(-n3c(=O)ccc4cnc5ccc(-c6cnc7ccccc7c6)cc5c43)cc2C(F)(F)F)CC1 | nt | 2.3 | -3.7 | nt
CC1(C)C2CC[C@]3(C)[C@H](C(=O)C=C4[C@@H]5C[C@@](C)(C(=O)O)CC[C@]5(C)CC[C@]43C)[C@@]2(C)CC[C@@H]1O[C@H]1O[C@H](C(=O)O)[C@@H](O)[C@H](O)[C@H]1O[C@@H]1O[C@H](C(=O)O)[C@@H](O)[C@H](O)[C@H]1O (some centres not stated) | nt | 3.2 | -1.9 | nt
N#Cc1ccc(C(c2ccc(C#N)cc2)n2cncn2)cc1 | nt | 4.1 | -1.8 | nt

# Shown with two lines to a compound: part of the list above
# Below each compound – AddAB inh	phage Ecoli inh	Wnt bcat act	E coli growth
- NC(N)=O
    -3.3	nt	nt	-0.6
- Nc1nc(O)c(N=Nc2ccc(S(N)(=O)=O)cc2)c(=O)[nH]1
    nt	-0.8	-0.5	nt
- CC1(C)C2CC[C@]3(C)[C@H](C(=O)C=C4[C@@H]5C[C@@](C)(C(=O)O)CC[C@]5(C)CC[C@]43C)[C@@]2(C)CC[C@@H]1O[C@H]1O[C@H](C(=O)O)[C@@H](O)[C@H](O)[C@H]1O[C@@H]1O[C@H](C(=O)O)[C@@H](O)[C@H](O)[C@H]1O (some centres not stated)
    nt	3.2	-1.9	nt

# Rewritten field by field: 2 of the compounds above
CCCc1nc(C(C)(C)O)c(C(=O)O)n1Cc1ccc(-c2ccccc2-c2nn[nH]n2)cc1
  AddAB inh: -1.8
  phage Ecoli inh: nt
  Wnt bcat act: nt
  E coli growth: 0.3
CC1(C)C2CC[C@]3(C)[C@H](C(=O)C=C4[C@@H]5C[C@@](C)(C(=O)O)CC[C@]5(C)CC[C@]43C)[C@@]2(C)CC[C@@H]1O[C@H]1O[C@H](C(=O)O)[C@@H](O)[C@H](O)[C@H]1O[C@@H]1O[C@H](C(=O)O)[C@@H](O)[C@H](O)[C@H]1O (some centres not stated)
  AddAB inh: nt
  phage Ecoli inh: 3.2
  Wnt bcat act: -1.9
  E coli growth: nt

# Source: PubChem BioAssay (several laboratories)

# Only part of the results is shown; count on the stated rates, not on these rows.
